Screening results deposited in PubChem by Sanford-Burnham Center for Chemical Genomics.
NOD1 NF-kB reporter: NOD1 signaling inhibitors, primary screen, cell-based, luminescence, uHTS (AID 1578); 290,000 compounds, 1% hits; inhibition, % at 4 µM; hits with a dose series show EC50 in µM; NOD1-driven NF-kB luciferase reporter cells, luminescence; higher % means a stronger effect; in the data active = inhibition mostly above about 36%, no sharp cut-off; inactive = mostly below about 34%;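 also: HEK-293T reporter cells stimulated with the NOD1 agonist gamma-tri-DAP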
GPR55 activation: GPR55 agonists via beta-arrestin recruitment, primary screen, imaging, U2OS cells, beta-arrestin-GFP redistribution (AID 1961) | U2OS GPR55 beta-arrestin-GFP redistribution imaging; higher % means a stronger effect | G-protein coupled receptor 55 (Homo sapiens) | 290,000 compounds, 0.048% hits | activation, % at 10 µM; hits with a dose series show EC50 in µM;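 active = activation above 40% with more than 50 cells counted in the well; inconclusive = wells holding fewer than 50 cells, flagged as toxic or sparse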;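 also: U2OS osteosarcoma cells stably expressing GPR55 and beta-arrestin-GFP; plate controls were DMSO negative control for no effect and LPI positive control for full effect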
AID2073: inhibitors of Mint1-CaV2.2 protein interaction, biochemical, HTRF (AID 2073); Voltage-dependent N-type calcium channel subunit alpha-1B (Homo sapiens); HTRF protein-protein interaction, Mint1-CaV2.2; higher % means a stronger effect; one-dose inhibition, % at 20 µM; IC50 in µM for titrated hits; 290,000 compounds, 0.19% hits; in the data active = inhibition mostly above about 51%, no sharp cut-off; inconclusive = no clear call, values can overlap the other calls; inactive = mostly below about 53%; also: some results filed as inactive read as strong as hits
KOR beta-arrestin-1: KOR antagonists, beta-arrestin recruitment, cell-based, luminescence, uHTS (AID 1778); inhibition, % at 10 µM; hits with a dose series show IC50 in µM; Kappa-type opioid receptor (Homo sapiens); 290,000 compounds, 0.091% hits; KOR beta-arrestin recruitment, luminescence, antagonist mode; higher % means a stronger effect; in the data active = inhibition above about 50%; also: strong numbers were not always called active
HIV peptide binding: inhibitors of HIV fusion peptide binding, primary screen, biochemical, uHTS, fluorescence dequenching (AID 1986); cell-free peptide binding, fluorescence dequenching, 30 min; higher % means a stronger effect; one-dose inhibition, % at 20 µM; IC50 in µM for titrated hits; 290,000 compounds, 0.3% hits; in the data active = inhibition mostly above about 52%, no sharp cut-off; inactive = mostly below about 76%; also: some results filed as inactive read as strong as hits
KOR beta-arrestin-2: KOR agonists, beta-arrestin recruitment, primary screen, cell-based, luminescence, uHTS (AID 1777) | Kappa-type opioid receptor (Homo sapiens) | KOR beta-arrestin recruitment, luminescence; higher % means a stronger effect | activation, % at 10 µM; hits with a dose series show EC50 in µM | 280,000 compounds, 0.02% hits; in the data active = activation above about 50%, passing the limit was not always enough; also: a part of the inactive calls stands beside numbers as strong as those of hits
SIAH1 antagonists: Siah-1 peptide-binding antagonists, primary screen, biochemical, fluorescence polarization, rhodamine-plectin, uHTS (AID 1817); E3 ubiquitin-protein ligase SIAH1 (Homo sapiens); Siah-1 / rhodamine-plectin peptide fluorescence polarization; higher % means a stronger effect; one-dose displacement, % at 20 µM; IC50 in µM for titrated hits; 290,000 compounds, 0.02% hits;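 active = displacement of at least 50% at 20 µM, with a fluorescence ratio check between 0.3 and a set limit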;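 also: plate controls were Siah plus tracer with DMSO for no effect and tracer alone without Siah for full effect; strong numbers were not always called active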
GPR35 antagonists: GPR35 antagonists blocking zaprinast-driven arrestin recruitment, primary screen, imaging, U2OS, beta-arrestin-GFP, zaprinast agonist (AID 2058) | G-protein coupled receptor 35 (Homo sapiens) | U2OS GPR35 beta-arrestin-GFP translocation imaging, zaprinast antagonism; higher % means a stronger effect | inhibition, % at 10 µM, or IC50 in µM where a hit was titrated | 290,000 compounds, 0.052% hits;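 active = inhibition of at least 50% with at least 30 cells and total cytoplasm GFP at most 10,000,000; inconclusive = under 30 cells or total GFP of 10,000,000 plus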
GPR55 LPI antagonism: GPR55 antagonists blocking LPI-driven arrestin recruitment, primary screen, imaging, U2OS, beta-arrestin-GFP, LPI agonist (AID 2013); inhibition, % at 10 µM; hits with a dose series show IC50 in µM; G-protein coupled receptor 55 (Homo sapiens); 290,000 compounds, 0.13% hits; U2OS GPR55 beta-arrestin-GFP translocation imaging, LPI antagonism; higher % means a stronger effect;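 active = spots per cell inhibited over 60%, with over 100 cells counted and total cytoplasm intensity under 500,000; inconclusive = wells with under 100 cells, flagged as likely toxic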;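 also: U2OS cells stably carrying GPR55 and arrestin-GFP stimulated by 5 µM LPI near EC80; imaged beta-arrestin-GFP aggregate spots per cell after agonist stimulation; plate controls were LPI-stimulated DMSO wells for no effect and DMSO wells without LPI for full effect; some results filed as inactive read as strong as hits; confirmed hits need IC50 under 10 µM and bright autofluorescent wells are also inconclusive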
The depositor's hits bear a star; ? = inconclusive; . = not tested or not shown; [ ] = remark or other dose.

SMILES | NOD1 NF-kB reporter | GPR55 activation | AID2073 | KOR beta-arrestin-1 | HIV peptide binding | KOR beta-arrestin-2 | SIAH1 antagonists | GPR35 antagonists | GPR55 LPI antagonism
CCCC(C)NC(C)C(=O)NC1CCCC1 (configuration not stated) | -19% | -0.2% | 5% | -3% | 1.6% | 0.0% | -4% | 2% | 6%
COc1cc(CN2CC(C)CC(C)C2)cc([N+](=O)[O-])c1O (configuration not stated) | -32% | -0.4% | 2% | -1% | -1.6% | 2.4% | 3% | 17% | 9%
C/C(=C1/C(=O)N(c2ccc([N+](=O)[O-])cc2)N=C1c1ccccc1)N(C)C | -31% | 0.3% | 6% | 17% | -2.9% | 0.0% | 0% | -5% | 30%
O=C(c1ccc(F)cc1)N1CCCC(c2nc(-c3cccs3)no2)C1 (configuration not stated) | -10% | -0.2% | 1% | -37% | -0.6% | -0.4% | 1% | 0% | -13%
CCCCC(=O)N1CCN(c2nc(-c3ccc(F)cc3)cs2)CC1 | 18% | -0.1% | -26% | -56%[20 µM] | -0.1% | -1.1% | 3% | -5% | 0%
CCOc1ccc(C(=O)CC(=O)C(=O)NCCc2ccc(OC)c(OC)c2)cc1 | -3% | -0.1% | 12% | -6% | 3.0% | 2.6% | -10% | 15% | -8%
Cn1c(=NC(=O)COc2ccccc2)sc2cc(F)cc(F)c21 | -16% | -0.2% | 6% | 1% | -2.7% | 1.4% | -1% | 6% | 3%
O=C(CCC(=O)N/N=C/c1c[nH]c2ccccc12)NCc1ccccc1 | -15% | -0.5% | 6% | 12% | 1.9% | 1.2% | 2% | 5% | -1%
NNC(=O)[C@@H]1C[C@@H]1c1ccccc1 | -18% | 0.6% | 32% | -26% | -0.8% | 0.7% | 2% | 3% | 5%
C/C(=N\NC(=O)c1nnn(-c2nonc2N)c1CN(C)c1ccccc1)c1cccc(O)c1 | -15% | 0.2% | -4% | -21% | -1.2% | -2.9% | -2% | -20% | 2%
Cc1cccc(C(=O)Nc2ccc(C(=O)/C=C/c3cccnc3)cc2)c1 | 16% | 0.4% | -17% | 38% | -2.0% | 6.6% | 9% | -20% | 9%
COC(=O)C1=CN(C(C)C)C=C(C(=O)OC)C1c1cc(Br)c(OC)c(OC)c1 | -6% | 1.1% | 25% | -2% | 0.2% | 4.2% | 3% | -4% | 0%
CC(=O)Oc1ccc2oc(/C=C/N(C)C)c([N+](=O)[O-])c2c1 | -2% | 0.6% | -4% | 16% | 0.4% | -11% | 1% | -6% | -7%
CCCCNC(=O)Cc1c(OC)ccc2cc(Br)ccc12 | -24% | -0.3% | 17% | -33% | -0.1% | 2.5% | 0% | 2% | 0%
O=C(NC(=S)Nc1ccc2cn[nH]c2c1)c1ccccc1 | -56% | -0.4% | 13% | 20% | 3.1% | -1.9% | 2% | -4% | 7%
Cc1c(C(=O)NCc2cccnc2)oc2ccc(S(=O)(=O)N3CC(C)CC(C)C3)cc12 (configuration not stated) | -6% | -0.2% | -24% | -12% | -0.5% | -1.5% | -2% | -1% | 2%
c1ccc2c(N3CCCCC3)nc(N3CCCCC3)nc2c1 | 24% | 0.0% | 49% | -47% | -2.0% | 9.6% | -6% | 17% | -4%
CC(C)(C)NC(=O)c1cccc2c1OC(C)(C)C2 | -4% | 0.0% | -10% | 9% | -1.7% | 3.4% | -5% | 2% | 10%
Cc1cccnc1NC(=O)c1cccc(S(=O)(=O)N2CCCc3ccccc32)c1 | -13% | 0.4% | 27% | 3% | -0.5% | -0.1% | 2% | 13% | ?
COc1ccc(C(=O)NC2=C(C#N)CCC2)cc1OC | . | 0.1% | 5% | 20% | 1.6% | -3.0% | 3% | -9% | 16%

Compound profiles, as listed above:
`CC(=O)Oc1ccc2oc(/C=C/N(C)C)c([N+](=O)[O-])c2c1` in the list: NOD1 NF-kB reporter = -2%; GPR55 activation = 0.6%; AID2073 = -4%; KOR beta-arrestin-1 = 16%; HIV peptide binding = 0.4%; KOR beta-arrestin-2 = -11%; SIAH1 antagonists = 1%; GPR35 antagonists = -6%; GPR55 LPI antagonism = -7%
`NNC(=O)[C@@H]1C[C@@H]1c1ccccc1` in the list: NOD1 NF-kB reporter = -18%; GPR55 activation = 0.6%; AID2073 = 32%; KOR beta-arrestin-1 = -26%; HIV peptide binding = -0.8%; KOR beta-arrestin-2 = 0.7%; SIAH1 antagonists = 2%; GPR35 antagonists = 3%; GPR55 LPI antagonism = 5%
`c1ccc2c(N3CCCCC3)nc(N3CCCCC3)nc2c1` in the list: NOD1 NF-kB reporter = 24%; GPR55 activation = 0.0%; AID2073 = 49%; KOR beta-arrestin-1 = -47%; HIV peptide binding = -2.0%; KOR beta-arrestin-2 = 9.6%; SIAH1 antagonists = -6%; GPR35 antagonists = 17%; GPR55 LPI antagonism = -4%

(list continues)
SMILES | NOD1 NF-kB reporter | GPR55 activation | AID2073 | KOR beta-arrestin-1 | HIV peptide binding | KOR beta-arrestin-2 | SIAH1 antagonists | GPR35 antagonists | GPR55 LPI antagonism
CCN(C(=O)Cn1c(=O)n2nc(CCn3nc(C)cc3C)nc2c2ccccc21)c1cccc(C)c1 | -13% | 0.3% | 0% | 18% | -0.1% | -3.9% | 4% | 7% | 20%
COc1cccc(CN2CCN(Cc3cc(OC)c(OC)c(OC)c3)CC2)c1OC | -20% | -0.2% | -4% | -8% | 2.9% | -1.6% | 18% | -4% | 5%
COC(=O)CC1=NN(c2ccc(OC)cc2)C(=O)C1 | -21% | -0.1% | 2% | -44%[20 µM] | 0.6% | 2.1% | -3% | 29% | -3%
Cc1nc2ccccn2c1C(=O)C(=O)Nc1cc(F)ccc1F | -42% | -0.2% | -7% | 7% | -0.9% | -0.9% | -2% | 14% | 8%
CCN=C1S/C(=C\c2cn(CC(=O)NCCOC)c3ccccc23)C(=O)N1CC | -29% | -0.1% | -17% | -16%[20 µM] | 1.0% | . | -2% | 6% | -15%
O=C(Nc1ccc(N2CCN(C(=O)c3ccccc3)CC2)c(Cl)c1)c1ncn[nH]1 | 4% | 0.0% | 4% | 2% | 1.0% | . | 4% | -4% | -7%
c1ccc2c(c1)nnn2-c1ncnc2sccc12 | -18% | -0.2% | 8% | 5% | -1.9% | -1.2% | -7% | 4% | 3%
O=[N+]([O-])c1ccc(Cl)c(/C=N/Nc2nc(N3CCOCC3)nc(N3CCOCC3)n2)c1 | 6% | -0.1% | 1% | -2% | -0.9% | 7.9% | 0% | 7% | -1%
CCc1nonc1NC(=O)c1oc2cc(C)c(Cl)cc2c1C | -7% | -0.1% | 15% | -21% | 0.4% | -2.3% | -2% | 15% | -9%
CC(C)=C(NC(=O)c1ccccc1)C(=O)N1CCOCC1 | -10% | -0.3% | -1% | 7% | -2.5% | -2.1% | 3% | 21% | 5%
COc1ccnc(Oc2ccccc2)c1C#N | -59% | 0.0% | 22% | -28% | 1.4% | -0.1% | -3% | 15% | 10%
COc1ccccc1CNC(=O)COC(=O)c1ccc(Cl)c(N)c1 | -18% | 0.2% | -3% | -29% | -0.7% | 1.7% | 4% | -6% | -4%
CCOC(=O)c1ccc(Nc2nc(N3CCOCC3)nc(N3CCOCC3)n2)cc1 | 29% | -0.3% | 14% | -26% | 0.2% | 1.7% | -4% | 3% | -1%
O=C(c1cccc2ccccc12)N1CCN(Cc2ccccc2F)CC1 | -1% | -0.2% | 10% | 8%[20 µM] | -1.1% | -4.6% | -4% | 15% | -7%
Cc1ccc(/C(O)=C2/C(=O)C(=O)N(Cc3cccnc3)C2c2ccccn2)cc1 (configuration not stated) | -4% | -0.3% | 9% | 36% | -2.2% | -1.7% | 0% | -11% | -1%
COc1ccc(N(CC(=O)Nc2c(C)n(C)n(-c3ccccc3)c2=O)S(=O)(=O)c2ccc(F)cc2)cc1 | -21% | 0.1% | 0% | . | -0.6% | -1.6% | 0% | 1% | 6%
CCCC(=O)N(Cc1cc(=O)[nH]c2ccccc12)c1cccc(C)c1 | -10% | -0.1% | 7% | -16% | 0.3% | 2.2% | -1% | -6% | -8%
COc1ccc(C(=O)NNC(=O)C23CC4CC(CC(C4)C2)C3)c(OC)c1 | -28% | -0.2% | 5% | -11% | -0.9% | -1.2% | 3% | 7% | 1%
NC(N)=NS(=O)(=O)c1ccc(NC(=S)NC(=O)Cc2ccc(Cl)cc2)cc1 | -32% | 0.3% | 6% | -73%[20 µM] | 0.0% | -2.0% | -6% | 0% | 3%
Cc1c(Br)cc(C(=O)N2CCN(CCO)CC2)c(C)c1C | 25% | 0.0% | 6% | -51% | -1.2% | 1.1% | -1% | -4% | 1%
Cc1ccccc1Cn1ccc(NC(=O)c2onc(C)c2Cl)n1 | -16% | 1.6% | 15% | 27% | -1.5% | 8.3% | 20% | 7% | 11%
CC(=O)Nc1cc2c(cc1C(=O)c1ccccc1)OCCO2 | 13% | 0.2% | 6% | -7% | -2.3% | -5.7% | 10% | -4% | 0%
CCCCc1ccc(-c2nc(N)n[nH]2)cc1 | -29% | -0.2% | 16% | 9% | 5.5% | -1.2% | 0% | -9% | 8%
O=C1C(=O)N(Cc2cccnc2)C(c2ccccn2)/C1=C(/O)c1ccc(F)cc1 (configuration not stated) | 2% | -0.1% | 31% | 4% | -2.6% | 3.0% | -6% | 14% | 24%
CCCn1c(SCC(=O)N2c3ccccc3Sc3ccccc32)nc2c1c(=O)n(C)c(=O)n2C | 5% | 0.2% | 17% | -30% | -2.6% | -2.9% | 1% | -1% | 28%
Cc1ccc(C)c(Oc2ncnc(N)c2[N+](=O)[O-])c1 | 6% | 0.2% | 6% | 7% | -2.2% | -1.1% | 2% | -8% | 0%
CCN1CCc2c(OCC(=O)Nc3ccccc3)cccc2C1=O | -7% | 0.4% | -21% | 19% | -1.8% | -1.1% | 0% | 6% | 3%
COc1cc(CNc2ccc3[nH]c(=O)[nH]c3c2)ccc1OCc1ccccc1F | 54% | -0.1% | -32% | -14% | -2.1% | -0.8% | -2% | 15% | -10%

Only part of the results is shown; rates above refer to the full screens.
